ROC1-CUL1 inh: inhibitors of human ROC1-CUL1 ubiquitin ligase activity; in vitro K48 di-Ub FRET, acceptor:donor ratio, 45 min; inhibition, % at 10 µM; hit rate 0.6% among 140,000; in the data active = inhibition above about 25%
Target sequence (P62877 whole entry, looked up): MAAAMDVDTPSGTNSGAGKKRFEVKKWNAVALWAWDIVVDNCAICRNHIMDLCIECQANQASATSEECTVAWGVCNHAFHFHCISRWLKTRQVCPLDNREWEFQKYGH
Target sequence (Q13616 whole entry, looked up): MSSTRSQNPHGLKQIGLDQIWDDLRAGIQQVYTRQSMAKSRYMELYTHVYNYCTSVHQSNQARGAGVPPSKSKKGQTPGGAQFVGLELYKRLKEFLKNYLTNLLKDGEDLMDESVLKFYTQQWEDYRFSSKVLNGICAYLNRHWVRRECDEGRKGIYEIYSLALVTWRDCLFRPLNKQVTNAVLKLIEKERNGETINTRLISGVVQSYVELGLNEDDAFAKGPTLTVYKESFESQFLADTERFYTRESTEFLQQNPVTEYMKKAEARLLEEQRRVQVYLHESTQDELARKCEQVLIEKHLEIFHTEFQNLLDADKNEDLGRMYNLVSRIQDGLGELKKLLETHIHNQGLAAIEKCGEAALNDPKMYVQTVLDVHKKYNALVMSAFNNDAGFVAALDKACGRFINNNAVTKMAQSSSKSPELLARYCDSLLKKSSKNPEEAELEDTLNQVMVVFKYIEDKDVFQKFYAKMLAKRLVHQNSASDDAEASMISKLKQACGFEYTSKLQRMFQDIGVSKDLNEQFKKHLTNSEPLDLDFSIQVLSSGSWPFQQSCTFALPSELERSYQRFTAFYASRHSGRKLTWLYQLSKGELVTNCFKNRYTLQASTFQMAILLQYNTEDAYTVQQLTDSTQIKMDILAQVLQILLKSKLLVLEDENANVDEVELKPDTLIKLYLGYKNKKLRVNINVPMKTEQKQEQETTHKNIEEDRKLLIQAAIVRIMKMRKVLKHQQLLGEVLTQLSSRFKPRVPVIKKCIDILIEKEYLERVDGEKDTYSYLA
Starred values were filed as active, the others as inactive; & = joins results of further samples. This is a subset; count on the stated rates, not on these rows.

item	ROC1-CUL1 inh	Structure
1	14	CN1C2=C(C(=O)CCC2)C(c2cc(Br)cc(Br)c2OCC(=O)O)C2=C1CCCC2=O
2	-1	CCOC(=O)c1c(NC(=O)c2noc3c2CC(C(C)(C)C)CC3)sc2c1CCCC2 (configuration not stated)
3	5	CCN1CCN(C(=O)c2ccc(N3CCC(NC(C)C45CC6CC(CC(O)(C6)C4)C5)CC3)cc2)CC1 (configuration not stated)
4	-1	CCCN(CCC)C(=O)Cn1c(=O)n(-c2cccc(OC)c2)c(=O)c2c3c(sc21)CCCC3
5	-9	CCCOc1c(I)cc(C(=O)Nc2ccccc2)cc1OCC
6	4	CCOC(=O)C1=C(C)N(c2ccc(OC)cc2)C(=O)/C1=C\c1cccc(OC)c1O
7	4	Cc1ccccc1-c1nc2c3c(-c4ccccc4)c(-c4ccccc4)oc3ncn2n1
8	8	COc1ccc(-c2cnnc(N(C)CCC3CCOCC3)n2)cc1OC
9	2	COc1cc(CN(C(=O)c2oc3ccccc3c2C)C2CCS(=O)(=O)C2)cc(OC)c1OC (configuration not stated)
10	1	Cc1ccc(-n2ncc(C(=O)NCCCN3CCCCC3)c2C2CCN(C(=O)OC(C)(C)C)CC2)c(C)c1
11	-6	Cc1nn(C)cc1CN1CCOc2ccc(C3=Cc4ccccc4C3)cc2C1
12	7	COc1ccccc1N1CCN(CC(O)COc2ccc(Cl)c(C)c2)CC1 (configuration not stated)
13	0	CN1CCCCC1C(=O)Nc1ccc(Oc2cccnc2)cc1 (configuration not stated)
14	8	CC1=NC2=C(C(=O)CC(C)(C)C2)C(c2ccc3c(c2)OCO3)C1C#N (configuration not stated)
15	13	Cc1cc2nc(-c3ccc(C(=O)O)cc3)[nH]c2cc1C
16	1	COc1ccc(OCC(=O)N2CCN(C(=O)c3cccc(OC)c3OC)CC2)cc1
17	-15	O=C1C(=O)N(CCN2CCOCC2)C(c2ccc(O)cc2)C1C(=O)c1ccccc1 (configuration not stated)
18	4&3	COc1ccc(-c2ccc3c(N)c(C(=O)NCc4ccc(Cl)cc4)sc3n2)cc1
19	-5	CCc1ccc2c(Cl)c(C(=O)N/N=C/c3ccc(N(CC)CC)cc3O)sc2c1
20	6	CCCC(C)C(=O)NC1CCCCCC1 (configuration not stated)
21	-8	O=C(Nc1cccc(NC(=O)c2ccc(Br)o2)c1)c1ccco1
22	-4	CCOc1ccccc1NC(=O)Cn1ccn(-c2ccccc2)c(=O)c1=O
23	-8	O=C(O)c1ccc(N=C2C(=O)N(c3cccc(Cl)c3)C(=O)C2Cl)cc1 (configuration not stated)
24	-1	CC(O)(COc1ccccc1)c1ccc2c(c1)CN(Cc1ccc(F)cc1)CCO2 (configuration not stated)
25	9	COc1cccc(Nc2nnc(N)n(C(=O)c3ccccc3)c2=N)c1
26	-1	CC(=O)Nc1ccc(NC(=O)CCC(=O)c2ccc(C)cc2)cc1
27	-1	CN1C(=N)C(C(=O)c2ccccc2)C=NC1=O (configuration not stated)
28	-4	CC(=O)NC1C(OC(C)=O)OC(COC(C)=O)C(OC(C)=O)C1OC(C)=O (configuration not stated)
29	2	COc1cc(OC)cc(C(=O)Nc2cccc3c2C(=O)N(c2ccccc2)C3=O)c1
30	-15	O=S1(=O)CCCS(=O)(=O)CCS(=O)(=O)Cc2cc(Br)c(Br)cc2CS(=O)(=O)CC1
31	6	CC(C)c1cc(-c2nc(-c3ccc(Cl)cc3)no2)n[nH]1
32	-3	COc1ccc(CCNC(=O)Cn2c(=O)cc(C(F)(F)F)c3c(C)nn(C)c32)cc1OC
33	-7	CCC(=O)N1CCCC(CCc2ccc(F)c(F)c2)C1 (configuration not stated)
34	12	CN(CC1CCCN(CCc2ccc(Cl)cc2)C1)C(=O)CCN1CCCC1=O (configuration not stated)
35	-1	COc1cccc(-c2cnnc(NCC(C)Oc3cccnc3)n2)c1 (configuration not stated)
36	1	COc1cc(C(CC(=O)Nc2cc(C)ccn2)N2Cc3ccccc3C2=O)cc(OC)c1OC (configuration not stated)
37	11	N#CC1C(=N)OC2(C(=O)Nc3ccccc32)C2=C1CCCC2 (configuration not stated)
38	-12	COc1cc(C)c(Cl)cc1S(=O)(=O)n1ccnc1
39	3	COc1ccc(S(=O)(=O)NCCc2nnc3ccc(SCC(=O)Nc4ccccc4C)nn23)cc1
40	0	CCOCCOc1ccc(NC(=O)C(C)(C)C)cc1
41	-2	O=C(CSc1nnc(Cc2cccs2)n1-c1ccccc1)N1CCc2ccccc21
42	-4	CCOC(=O)c1c(N)oc2c(-c3ccc(CC)cc3)c3c(C(=O)OCC)c(N)oc3cc12
43	-10	COC(=O)C(NNc1ccccc1C)(NC(=O)c1ccc(Cl)cc1Cl)C(F)(F)F (configuration not stated)
44	-7	O=C(Cc1ccccc1)Nc1ccccc1C(=O)NC12CC3CC(CC(C3)C1)C2
45	-1	CCOc1ccc(NC(=O)c2ccc(NC(=O)N3CCSc4ncccc43)cc2)cc1
46	-2	CSc1ccccc1OCc1cc(C(=O)NCCN2CCCCC2CO)no1 (configuration not stated)
47	8	COc1ccc(C(=O)OCC(O)COC(=O)c2ccc(OC)cc2)cc1
48	5&-1	COC(=O)c1c(NC(=O)COc2ccc(OC)cc2)sc2c1CCC(C)C2 (configuration not stated)
49	-1	CC(=O)Nc1ccc(OC(=O)c2cccc(C)c2)cc1
50	8	COc1ccc(CC/C(C)=N\NC(N)=O)cc1

Entries by screen from the entries so far:
Compounds 19 to 25 in ROC1-CUL1 inh read -5, 6, -8, -4, -8, -1, 9

The listing picks up with the five entries that preceded the break.
item	ROC1-CUL1 inh	Structure
46	-2	CSc1ccccc1OCc1cc(C(=O)NCCN2CCCCC2CO)no1 (configuration not stated)
47	8	COc1ccc(C(=O)OCC(O)COC(=O)c2ccc(OC)cc2)cc1
48	5&-1	COC(=O)c1c(NC(=O)COc2ccc(OC)cc2)sc2c1CCC(C)C2 (configuration not stated)
49	-1	CC(=O)Nc1ccc(OC(=O)c2cccc(C)c2)cc1
50	8	COc1ccc(CC/C(C)=N\NC(N)=O)cc1
51	6	COc1ccc(Oc2coc3cc(OC(C)C(=O)OC4CCCCC4)ccc3c2=O)cc1 (configuration not stated)
52	-1	COc1ccccc1C(=O)Nc1sc2c(c1C(N)=O)CCCC2
53	-1	Cc1ccc(NCc2nnc(SCC(=O)NNC(=O)c3ccc(C)cc3)n2-c2ccccc2)cc1
54	3	CCN1CCC(NC(=O)c2ccc(Cl)cc2)CC1
55	6	c1cc(-c2cccs2)nc(-c2cccs2)c1
56	5	O=C(NC1CC2CCC1C2)C1CCN(Cc2ccccc2Cl)CC1 (configuration not stated)
57	-7	COc1ccccc1OCC(=O)Nc1cc(-c2ccc(C)cc2)no1
58	4	O=C(CN1C(=O)S/C(=C/c2ccc(O)c(Br)c2)C1=O)Nc1cccc2ccccc12
59	-1	COc1ccc(NC(=O)C2CCN(S(=O)(=O)c3ccc4c(c3)CCCC(=O)N4)CC2)c(OC)c1
60	-5	Cc1ccc(NC(=S)NCc2ccccc2)cc1C#N
61	-1	CCOC(=O)c1c(C)sc(-c2c(-c3ccccc3)[nH]c3[nH]c(=O)[nH]c(=O)c23)c1O
62	-8	COc1ccccc1N1C(=O)c2ccccc2NC1c1cccc(C)n1 (configuration not stated)
63	-16	CCOc1ccc(CCNC(=O)CCc2cn(Cc3ccc(F)cc3)c3ccccc23)cc1
64	-1	O=C1CN(C(=O)c2ccccc2)C(=S)N1
65	-3	CCCCC(C(=O)Nc1ccc(C)cc1C)N1C(=O)c2ccccc2C1=O (configuration not stated)
66	-6	C=Cc1ccc(-c2csc(N)n2)cc1
67	-2	COc1ccc(C(=O)Nc2sc(C)c(-c3ccc(F)cc3)c2C(=O)OC(C)C)cc1[N+](=O)[O-]
68	-4	CN(CC1Cc2ccccc2O1)C(=O)c1ccc(-n2cc(NC(=O)c3cccnc3)cn2)cc1 (configuration not stated)
69	-8	CC1CCN(S(=O)(=O)Cc2ccccc2Cl)CC1
70	12	Clc1ccc(CSc2ncn[nH]2)cc1
71	8	Cc1ccc(-n2c(=O)c3c4c(sc3n3cnnc23)CCCC4C)cc1 (configuration not stated)
72	0	COC(=O)Nc1ccc(S(=O)(=O)NC2CCCCC2)cc1
73	9	O[C@@H]1CN(Cc2cccnc2)CC[C@H]1N1CCN(c2ccccc2F)CC1
74	9	COC(=O)C(NC(=O)Cc1ccccc1)(Nc1ccc(Br)cn1)C(F)(F)F (configuration not stated)
75	-2	Cc1cc(-c2cccs2)c2c3c(sc2n1)C(=O)CC(=O)N3
76	1	COc1cc(NS(=O)(=O)c2ccc(NC(=O)COc3ccc(Cl)cc3Cl)cc2)nc(OC)n1
77	3	CC(C)(C)NC(=O)c1ccccc1NC(=O)c1ccc(N2CCOCC2)cc1
78	1	CC1(C)CC(CCNC(=O)CCC2(Cc3cccs3)CCC(=O)N2)(c2ccccc2)CCO1 (configuration not stated)
79	0	CCC(C)c1ccc(OCCOc2ccc(/C=C3/C(=N)N4N=C(COc5ccccc5)SC4=NC3=O)cc2OC)cc1 (configuration not stated)
80	0	COc1cc(C2N(c3ccc(Cl)cc3)N=C(C(C)=O)N2c2ccc(N3CCOCC3)cc2)ccc1OCc1ccc(Cl)cc1 (configuration not stated)
81	-4	Cc1cc(C)c(OCCOCCn2c(-c3ccc(Cl)cc3)nc3ccccc3c2=O)c(C)c1
82	3	CCn1cc(C(=O)N2CCc3[nH]nc(-c4ccc5c(c4)OCO5)c3C2)cn1
83	7	O=S(=O)(c1ccc(F)c(Cl)c1)N1CCN(Cc2ccccc2)CC1
84	-7	CCSc1nc2c(c(=O)[nH]c(=O)n2C)n1CC(O)COc1ccc(Cl)cc1 (configuration not stated)
85	-2	Cc1cc(C)n(C(=O)c2cn(C)nc2C)n1
86	-5	Cc1nc(CC(=O)NCc2cccnc2Oc2ccc(C)c(F)c2F)cs1
87	3	COc1ccc(N2CCN(Cc3nc(N)nc(Nc4ccccc4)n3)CC2)cc1
88	-3	CC(C)(C)c1ccc(NC(=O)C2CCCCN2S(=O)(=O)c2ccccc2)cc1 (configuration not stated)
89	5	Cn1ncc2c(c(-c3ccccc3)nn2C)c1=O
90	-3	COC1=CCC2=C(CCN(C)C2Cc2ccc(OC)cc2)C1 (configuration not stated)
91	6	CCC(C(=O)Nc1ccc(C)c(Cl)c1)n1c(=O)c(-c2ccccc2NC(C)=O)nc2ccccc21 (configuration not stated)
92	6	COc1ccc(C2=NC(=O)c3c(c4ccccc4oc3=O)C2)cc1
93	3	CCCc1ccc(C(=O)N2CCN(c3ccc(OC)cc3)CC2)cc1
94	3	CCOC(=O)C1(Cc2ccccc2)CCCN(Cc2cnc(C)s2)C1 (configuration not stated)
95	-3	COc1cccc(C2CC(=O)N=C3C2C(=O)N(C)c2nc4ccccc4n23)c1OC (configuration not stated)
96	-1	CC(C)(C)C(=O)Cc1nc2ccccc2nc1CC(=O)C(C)(C)C
97	-6	COC(=O)C1=C(C)N(C(C)C)C(=O)C1(NC(=O)c1ccccc1OC)C(F)(F)F (configuration not stated)
98	-5	CCS(=O)(=O)c1nnnn1-c1ccccc1
99	1	CCOc1ccc(-c2nn(-c3ccccc3)cc2C2C(C(=O)OCCOC)=C(C)N=C(C)C2C(=O)OCCOC)cc1C (configuration not stated)
100	-4	COc1ccc(-c2cc(-c3cccs3)c(C#N)c(SCC(=O)OC(C)(C)C)n2)cc1

Reprinted at random: three compounds from above, in no set order.
item	ROC1-CUL1 inh	Structure
88	-3	CC(C)(C)c1ccc(NC(=O)C2CCCCN2S(=O)(=O)c2ccccc2)cc1 (configuration not stated)
77	3	CC(C)(C)NC(=O)c1ccccc1NC(=O)c1ccc(N2CCOCC2)cc1
93	3	CCCc1ccc(C(=O)N2CCN(c3ccc(OC)cc3)CC2)cc1

Next part
item	ROC1-CUL1 inh	Structure
101	-4	CCCCNc1ccc(C(=O)N2CCC(Oc3cccnc3)CC2)cn1
102	3	O=C(Nc1c(C(=O)N2CCCCCC2)cnn1-c1ccccc1)c1ccc(Br)cc1
103	-6	CC(=O)NC(=S)Nc1c(C)cc(C)cc1C
104	-1	CN(C)CCCC1(O)CCCCC1Sc1ccccc1 (configuration not stated)
105	-2	CCCCNC(=O)N1CCN(Cc2ccc(Cl)cc2)CC1
106	5	CCCCOc1cccc(NC(C)=O)c1
107	1	COc1cc2c(cc1NC(=O)CC13CC4CC(C1)CC(n1ncnn1)(C4)C3)oc1ccccc12
108	54*	NCCNc1nc(-c2cccc(Br)c2)nnc1-c1ccccc1
109	12	C=CCCC(=O)N1CCc2onc(-c3cccc4ccccc34)c2C1
110	-4	Cn1c(C(=O)O)ccc1-c1cccnc1
111	8	CCOc1ccc(CNC(=O)c2ccc3oc(=O)n(Cc4ccccc4)c3c2)cc1
112	-2	Cc1cc(I)ccc1S(=O)(=O)N1CCCCC1
113	-11	Fc1cc(F)c2[nH]cc(-c3nnnn3-c3ccc(Br)cc3)c2c1
114	2	CCn1cc(C(=O)N2CCN(c3ccccc3F)CC2)c(=O)c2cc(S(=O)(=O)N(C)C)ccc21
115	-4	COCC1CCN(C(=O)c2coc(COc3cccc(F)c3F)n2)CC1
116	-14	O=C(COc1ccccc1F)Nc1ccc2nc(SCCOc3ccccc3)sc2c1
117	8	Cc1ccc2c(C)nc(SCc3ccccc3)nc2c1
118	12	Cc1ccc(-c2c(C(=O)NCc3ccccc3)oc(=O)c3ccccc23)cc1
119	7	Cc1[nH]nc(NC(N)=S)c1-c1ccccc1
120	3	CCc1cc(S(=O)(=O)n2cc(C)nc2CC)ccc1OC
121	-5	COc1ccc(NC(=O)CN(Cc2ccccc2)S(C)(=O)=O)cc1Cl
122	4	O=[N+]([O-])c1ccc(N2CCOCC2)cc1NCCCO
123	-7	CCOC(=O)Cn1c(=O)n(CC2CCCO2)c2nc(-c3ccccc3)nc(C(N)=O)c21 (configuration not stated)
124	8	CCCOC(=O)c1c(NC(=O)CCCC(=O)O)sc2c1CCCC2
125	-2	CCOc1ccc(C2C3=C(CCCC3=O)N(c3sc4c(c3C#N)CCCCC4)C(=N)C2C#N)cc1 (configuration not stated)

Five compounds from above, arranged by formula weight, falling:
item	ROC1-CUL1 inh	Structure
116	-14	O=C(COc1ccccc1F)Nc1ccc2nc(SCCOc3ccccc3)sc2c1
112	-2	Cc1cc(I)ccc1S(=O)(=O)N1CCCCC1
122	4	O=[N+]([O-])c1ccc(N2CCOCC2)cc1NCCCO
103	-6	CC(=O)NC(=S)Nc1c(C)cc(C)cc1C
110	-4	Cn1c(C(=O)O)ccc1-c1cccnc1

Source: PubChem (Icahn School of Medicine at Mount Sinai)
